SENP8 block-1 = human SENP8 protease inhibitors, primary screen, biochemical, fluorescence, Nedd8 protein substrate, uHTS. Sentrin-specific protease 8 (Homo sapiens), Q96LD8. recombinant SENP8. inhibition, % at 20 µM. 360,000 tested, 0.64% active. AID 602440, 2012; in the data active = inhibition mostly above about 40%, no sharp cut-off; inactive = mostly below about 27%
Target sequence (Q96LD8 whole entry, looked up): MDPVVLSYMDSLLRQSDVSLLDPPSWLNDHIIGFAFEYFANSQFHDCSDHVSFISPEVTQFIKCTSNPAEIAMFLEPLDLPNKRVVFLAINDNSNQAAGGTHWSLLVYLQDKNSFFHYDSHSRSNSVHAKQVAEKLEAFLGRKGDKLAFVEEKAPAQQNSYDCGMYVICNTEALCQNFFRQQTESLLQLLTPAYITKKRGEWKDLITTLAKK
APOBEC3G inh = APOBEC3G DNA deaminase inhibitors, primary screen, biochemical, fluorescence, single-stranded DNA substrate, uHTS; AID 493012, 2011; recombinant A3G, ssDNA deamination FAM/TAMRA fluorescence; DNA dC->dU-editing enzyme APOBEC-3G (Homo sapiens), Q9HC16; 330,000 tested, 0.28% active; inhibition, % at 20 µM;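 active = inhibition of at least 40% at 20 µM, with no more than 30% in the related APOBEC3A deaminase screen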;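 also: plate controls were DMSO wells with A3G for no effect and wells lacking A3G enzyme for full effect; some compounds called inactive have numbers as strong as hits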
SENP8 block-2 = SENP8 protease inhibitors, primary screen, biochemical, luminescence. Sentrin-specific protease 8 (Homo sapiens), Q96LD8. purified SENP8, Z-RLRGG-aminoluciferin cleavage. inhibition, % at 10 µM. 330,000 tested, 1.2% active. AID 2540, 2010; in the data active = inhibition above about 50%
SENP6 inh = SENP6 protease inhibitors, primary screen, biochemical, luminescence, uHTS; AID 2599, 2010; inhibition, % at 10 µM; Recombinant SENP6 catalytic domain, aminoluciferin luminescence; 330,000 tested, 1.8% active; Sentrin-specific protease 6 (Homo sapiens), Q9GZR1;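 active = inhibition above about 50% at the single tested dose, limit read from the data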;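 also: plate controls were DMSO wells with enzyme for no effect and DMSO wells lacking enzyme for full effect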
Target sequence (Q9GZR1 628-1112 limits assumed): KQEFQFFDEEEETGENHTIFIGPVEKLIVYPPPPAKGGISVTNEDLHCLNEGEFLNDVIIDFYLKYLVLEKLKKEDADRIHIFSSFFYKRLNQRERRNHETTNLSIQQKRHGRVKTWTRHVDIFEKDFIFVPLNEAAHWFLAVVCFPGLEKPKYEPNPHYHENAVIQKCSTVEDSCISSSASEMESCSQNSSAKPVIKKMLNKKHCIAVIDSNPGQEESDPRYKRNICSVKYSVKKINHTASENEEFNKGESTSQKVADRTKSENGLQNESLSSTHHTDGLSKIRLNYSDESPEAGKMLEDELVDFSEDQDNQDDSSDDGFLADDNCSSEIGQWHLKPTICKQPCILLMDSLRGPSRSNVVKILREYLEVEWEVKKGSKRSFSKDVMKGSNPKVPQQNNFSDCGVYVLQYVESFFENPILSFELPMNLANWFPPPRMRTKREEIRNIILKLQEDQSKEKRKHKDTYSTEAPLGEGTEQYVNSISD
SENP7 block = SENP7 protease inhibitors, primary screen, biochemical, luminescence, uHTS | recombinant SENP7, Z-RLRGG-aminoluciferin luminescence, 40 min | inhibition, % at 5 µM | 330,000 tested, 1.5% active;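 active = inhibition above about 50% at the single test dose, limit read from the data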;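 also: plate controls were DMSO with enzyme for no effect and no enzyme buffer wells for full effect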
UBC13 polyUb = UBC13 polyubiquitin chain formation inhibitors, primary screen, biochemical, TR-FRET, uHTS; Ubiquitin-conjugating enzyme E2 N (Homo sapiens), P61088; inhibition, % at 20 µM; 330,000 tested, 0.47% active; AID 485273, 2010; in the data active = inhibition above about 45%, passing the limit was not always enough
Target sequence (P61088 whole entry, looked up): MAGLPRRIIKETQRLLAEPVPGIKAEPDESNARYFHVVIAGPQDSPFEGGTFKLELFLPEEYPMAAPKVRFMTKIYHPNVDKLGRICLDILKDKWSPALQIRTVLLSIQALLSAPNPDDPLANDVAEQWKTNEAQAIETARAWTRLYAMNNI
Apaf-1 inh = inhibitors of human Apaf-1 apoptosome, primary screen, biochemical, DEVD-Rh110 fluorescence, uHTS; inhibition, % at 20 µM; Apoptotic protease-activating factor 1 (Homo sapiens), O14727; reconstituted apoptosome caspase-3 activity; 330,000 tested, 0.71% active; AID 489030, 2010; active = inhibition of at least 40% at 20 µM;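 also: plate controls were DMSO wells for no effect and DEVD-CHO caspase inhibitor wells for full effect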
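Assay system – apoptosome proteins · Medium – Hepes buffer, pH 7.5 · Also added – cytochrome c with DEVD-Rh110 · Timing – 30 min compound preincubation, 50 min activation, room temperature · Detection – Rh110 fluorescence, excitation 480 nm, emission 540 nm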
SENP1 inh = human SENP1 catalytic domain inhibitors, primary screen, biochemical, FRET, uHTS | recombinant SENP1 catalytic domain, CyPet-SUMO1-YPet FRET cleavage | inhibition, % at 10 µM | AID 624204, 2012 | 360,000 tested, 0.21% active;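 active = inhibition at least 30% at 10 µM, raw YFP signal under a set limit, fluorescence ratio 0.5 to 1.5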;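 also: 0% = enzyme with DMSO and 100% = no enzyme wells; some results filed as inactive read as strong as hits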
Target sequence (Q9P0U3 419-644 limits assumed): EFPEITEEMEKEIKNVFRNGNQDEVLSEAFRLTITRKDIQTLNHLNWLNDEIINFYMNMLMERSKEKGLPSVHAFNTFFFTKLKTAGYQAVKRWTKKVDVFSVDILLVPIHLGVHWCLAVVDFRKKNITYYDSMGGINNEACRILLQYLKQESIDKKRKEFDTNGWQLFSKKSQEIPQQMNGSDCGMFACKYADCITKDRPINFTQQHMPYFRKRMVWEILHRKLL
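material = recombinant human SENP1 catalytic domain, His6-tagged | quantity = 20 pM enzyme | reagent = 25 nM SUMO1 FRET substrate | compound dosing = 10 µM single point, 0.5% DMSO | timing = 50 min enzyme reaction, room temperature, light-protected | detection = FRET, CFP and YFP emission | control set = no-enzyme low, enzyme-DMSO high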
Numbers without * were called inactive.

SMILES	SENP8 block-1	APOBEC3G inh	SENP8 block-2	SENP6 inh	SENP7 block	UBC13 polyUb	Apaf-1 inh	SENP1 inh
NS(=O)(=O)c1ccc(CCNC(=O)C2CCCN2S(=O)(=O)c2cccc3nsnc23)cc1 (stereo unspecified)	9	0	1	-6	6	-1	2	0
CC1=C(C)CC(C(=O)NCc2c(F)cccc2Cl)C(C(=O)O)C1 (stereo unspecified)	16	-5	5	1	3	1	4	2
Fc1ccc(NCc2cccnc2)cc1	6	-3	4	13	-2	-4	-2	0
COc1ccc(/C=N\NC(=O)/C(=C\Nc2nccc(C)n2)NC(=O)c2ccccc2)cc1	-64	4	2	5	0	-11	-4	1
O=C(CC(Nc1ccccc1Cl)C(=O)O)c1ccccc1 (stereo unspecified)	13	4	5	-14	2	-16	1	1
CCN(Cc1ccc2c(c1)OCO2)C(=O)CSc1ncnc2sccc12	-27	-7	-4	-6	5	4	7	-17
CCN(CC)c1ccc(N/C(N)=N/c2nc(C(F)(F)F)cc(=O)[nH]2)cc1	16	-10	-10	-6	-7	-10	16	-4
O=c1[nH]c(CSc2nnc(-c3ccncc3)n2Cc2ccco2)nc2ccccc12	4	-10	-2	-13	-2	-1	-12	-1
Cc1ccc(-c2nnc(Nc3ccc4c(c3)OCO4)c3ccccc23)cc1S(=O)(=O)NCCO	-3	-5	-8	-9	4	-4	1	1
CCOc1c(Br)cc(/C=C(\C#N)C(=O)NC2CC2)cc1OC	-7	-1	6	9	-3	1	17	0
O=[N+]([O-])c1ccc(C(=S)N2CCN(c3ccc(F)cc3)CC2)cc1	14	28	-15	-13	-17	-4	17	0
Cc1ccc(-c2cn3c(=O)cc(C)[nH]c3n2)cc1	-355	-5	2	46	14	18	-3	0
Cn1c(SCc2cccc(F)c2)nnc1-c1ccccn1	19	-3	-11	3	-10	-14	7	2
O=S(=O)(NCC(c1cccs1)N1CCc2ccccc2C1)c1ccccc1 (stereo unspecified)	6	-12	2	3	1	2	21	1
Cc1ccc(C)c(N2CC(C(=O)Nc3nccs3)CC2=O)c1 (stereo unspecified)	13	-10	-4	-30	-2	-4	10	2
Cc1ccc(C(=O)C2(C)C3c4cc(Br)ccc4OC(=O)C32C(=O)c2ccco2)cc1 (stereo unspecified)	23	-3	6	3	-6	-1	-2	-2
COc1cccc(NC(=O)COC(=O)c2c(C)noc2C)c1	-10	-7	4	-1	-2	7	-13	2
CC1C(=O)NN=C1C(=O)N/N=C/c1ccco1 (stereo unspecified)	4	-8	-3	-3	-9	-12	4	2
O=C(CSc1nnc(-c2ccc(F)cc2)n1-c1ccccc1)NCCN1C(=O)CSC1=O	12	-6	-7	-15	-2	20	-6	4
CCn1ncc(/C=C/C(=O)c2ccccc2)c1C	-7	-8	-24	0	-21	-4	0	2

Among those listed so far, 2 have bromine:
SMILES	SENP8 block-1	APOBEC3G inh	SENP8 block-2	SENP6 inh	SENP7 block	UBC13 polyUb	Apaf-1 inh	SENP1 inh
CCOc1c(Br)cc(/C=C(\C#N)C(=O)NC2CC2)cc1OC	-7	-1	6	9	-3	1	17	0
Cc1ccc(C(=O)C2(C)C3c4cc(Br)ccc4OC(=O)C32C(=O)c2ccco2)cc1 (stereo unspecified)	23	-3	6	3	-6	-1	-2	-2

(continued)
SMILES	SENP8 block-1	APOBEC3G inh	SENP8 block-2	SENP6 inh	SENP7 block	UBC13 polyUb	Apaf-1 inh	SENP1 inh
CC(C)S(=O)(=O)C1=NSC2=NC(=O)/C(=C\c3ccc(OC(=O)c4ccco4)cc3)C(=N)N21	-3	-3	-4	5	2	-16	0	-104
O=C(COC(=O)CCc1nc2ccccc2s1)Nc1ccc(S(=O)(=O)N2CCOCC2)cc1	24	-4	-1	-19	-3	14	1	1
O=C1C(Cl)=C(N2CCOCC2)C(=O)N1c1ccc(Br)cc1	15	-2	-4	-12	6	-6	7	7
Nc1ccc2nc(-c3ccccc3)[nH]c2c1	-318	-7	34	70*	46	1	30	-23
CN(Cc1ccccc1)C1CCCN(C(=O)c2ccc(Cl)s2)C1 (stereo unspecified)	9	-8	9	-3	0	-1	-2	2
Cn1c(-c2ccccn2)[n+](C)c2ccccc21	-9	-3	-4	-10	4	-6	-3	1
CC(=C/c1ccc(C(C)C)cc1)/C=N/NC(=O)Cn1nc(C)cc1C	11	-3	-1	-19	2	6	23	0
Cc1cc(N2CCCC(C(=O)Nc3ccc4c(c3)CCC4)C2)n2ncnc2n1 (stereo unspecified)	9	-6	5	-1	1	-9	0	1
COc1ccc(CCC(=O)OCC(=O)Nc2sccc2C#N)cc1	-13	-4	6	22	-3	11	-3	-9
OCCNCc1c(OCc2ccc(Cl)cc2)ccc2ccccc12	10	-3	-7	-2	-3	15	6	0
COc1cccc(-c2cc(C(=O)N3N=C(C)CC3(O)C(F)F)c3ccccc3n2)c1 (stereo unspecified)	-67	-7	1	-23	-3	-2	5	3
O=C(Nc1ccccc1C(=O)NCc1ccco1)NC1CCCCC1	-94	-5	0	-3	4	3	4	1
COc1ccc(/C=C(\NC(=O)c2ccccc2)C(=O)OC[C@@H]2CCC[N+]3(C)CCCCC23)cc1OC (stereo partly specified)	-29	11	-8	-12	-9	-10	12	2
O=C(CCc1ccccc1)NNC(=O)Cc1ccccc1	6	-4	6	11	-2	1	-4	3
O=C1CC(C(=O)Nc2ccc(C(=O)O)cc2)C(c2ccccc2)O1 (stereo unspecified)	18	1	-10	-1	-1	-7	-9	0
CC1(c2ccc(Cl)c(Cl)c2)NC(=S)N2C1NC(=S)N2c1ccccc1 (stereo unspecified)	17	-1	-4	2	6	7	8	1
CCOC(=O)C1CCN(C(=O)Cn2cnc3sc(C)c(S(=O)(=O)N4CCC(C)CC4)c3c2=O)CC1	1	1	-2	-16	-4	1	11	-5
O=C(Nc1cccc(Cl)c1)Nc1ccc2c(c1)OCO2	23	-5	61*	83*	75*	0	9	17
Cc1noc(C)c1C(=O)Nc1nc(-c2cccs2)cs1	-11	1	28	46	21	6	4	0
Cc1cc(-c2ccccc2)nc(N(C)NC(=O)c2ccc(Cl)cc2)c1S(C)(=O)=O	-6	-4	3	-6	5	3	16	-2
O=C(CCc1ccccc1)N1CCN(c2ccc([N+](=O)[O-])cc2)CC1	22	-6	-6	-8	-1	-20	16	-5
COc1ccccc1C1CCN(C(=S)Nc2ccc(Br)cc2)CC1	-2	-7	-3	-4	6	-6	7	1
CCOC(=O)c1cn[nH]c1NC(=S)Nc1ccc(Cl)cc1	15	-8	-9	4	-13	1	-7	3
Cc1c(N2C(=O)CSC2c2ccc([N+](=O)[O-])cc2)c(=O)n(-c2ccccc2)n1C (stereo unspecified)	22	-1	10	1	1	-4	-7	1
COc1ccc(C(C)(C)C)cc1NC(=O)COC(=O)CSCc1c(C)noc1C	6	-5	-2	-7	-10	-6	18	-1
Cc1ccc(C(=O)OCc2ccc3c(c2)OCO3)cc1S(=O)(=O)N1CCCCC1	18	-3	7	-27	-4	7	-1	0
COc1ccccc1/C=C1\SC(=S)N(N2C(=O)CCCC2=O)C1=O	20	-8	-6	0	0	-1	14	-16
CCS(=O)(=O)c1nc(S(=O)(=O)c2ccc(Cl)cc2)c(N2CCN(CCO)CC2)s1	5	-7	1	-17	-2	-3	-2	-1
C/C(CC(=O)NCc1ccco1)=N\NC(=O)Cc1ccc(Cl)cc1	14	0	-3	-4	0	-2	-2	1
Cc1ccc(CC2CC(=O)N(c3cc(C)ccc3C)C2=O)cc1 (stereo unspecified)	4	-8	-2	2	-9	-6	6	2
COc1ccc(/C=C2/SC(=S)NC2=O)cc1OCc1ccccc1	18	-9	10	18	0	1	-8	-8
Cc1[nH]c2ccccc2c1-c1csc(NC(=O)CSCCO)n1	6	3	-9	12	-3	-14	-1	-1
CC1CCCN(Cc2cnc(Cl)s2)C1 (stereo unspecified)	15	-7	-3	-2	-3	-2	-8	3
CCN(Cc1ccccc1)C(=O)C(C)OC(=O)c1cc(S(=O)(=O)Nc2c(C)n(C)n(-c3ccccc3)c2=O)ccc1C (stereo unspecified)	8	-1	3	3	-9	-3	-1	0
COC(=O)C(O)(CC(=O)Nc1ccc(C)c(F)c1)C(F)(F)F (stereo unspecified)	4	-2	-2	3	-6	-8	-6	2
COc1cc(C(=O)Nc2cc(C(F)(F)F)ccc2Cl)cc(OC)c1OC	21	-6	-1	-10	-2	9	3	-1
COc1ccccc1N(CC(=O)NCCSCc1ccccc1)S(C)(=O)=O	12	-7	3	-3	6	4	-3	0
Cc1cc(NC(=O)C(C)Sc2nc(-c3ccccc3)cc(=O)[nH]2)no1 (stereo unspecified)	7	-1	-11	-31	1	-6	0	-1
COc1ccc(CNC(=O)C/C(C)=N/NC(=O)c2cnccn2)cc1	8	-19	-8	-14	-3	7	-8	4
O=C(c1ccc(F)c(F)c1)N1CCCc2ccccc21	22	-11	5	-15	2	4	4	3

Some values from the entries so far.
CCN(Cc1ccccc1)C(=O)C(C)OC(=O)c1cc(S(=O)(=O)Nc2c(C)n(C)n(-c3ccccc3)c2=O)ccc1C (stereo unspecified) @ Apaf-1 inh = -1
COC(=O)C(O)(CC(=O)Nc1ccc(C)c(F)c1)C(F)(F)F (stereo unspecified) @ SENP7 block = -6
COc1cc(C(=O)Nc2cc(C(F)(F)F)ccc2Cl)cc(OC)c1OC @ SENP8 block-1 = 21

(more compounds)
SMILES	SENP8 block-1	APOBEC3G inh	SENP8 block-2	SENP6 inh	SENP7 block	UBC13 polyUb	Apaf-1 inh	SENP1 inh
CCC(C)NC(=O)CSc1ccc(S(=O)(=O)N2CCN(Cc3ccccc3)CC2)cn1 (stereo unspecified)	8	-1	-2	-10	5	2	7	0
O=C1C2CC=C(Cl)CC2C(=O)N1CCC[n+]1cccc2ccccc21 (stereo unspecified)	-26	0	1	10	6	-2	-3	4
C=CCn1c(CC(C)(C)C)nc2ccccc21	13	-5	-7	-15	-8	2	11	0
COc1ccccc1CC(NC(C)=O)C(=O)NC1CCN(S(=O)(=O)c2ccccc2)CC1 (stereo unspecified)	16	-6	-7	-38	1	-1	-7	3
N#C/C(=C\C=C\c1ccccc1)c1nc(-c2ccc3c(c2)OCO3)cs1	-39	-10	5	-2	2	9	7	-26
COc1cccc(CN2CC(C(=O)NCCCCc3ccccn3)CCC2=O)c1 (stereo unspecified)	0	-4	3	0	2	4	-2	1
O=C(CSc1ncn[nH]1)NCc1ccc(Cl)cc1	13	-1	-8	-14	-17	-4	8	1
CN(Cc1ccccc1)S(=O)(=O)c1cccc(C(=O)O)c1	10	-6	-6	4	6	6	5	1
CN(CCC1CCOCC1)C(=O)CC1C(=O)NCCN1Cc1c(F)cccc1Cl (stereo unspecified)	-52	4	2	-13	3	1	13	-10
Cn1nccc1C(=O)Nc1sc2c(c1C(N)=O)CCCC2	-161	-9	-3	8	1	7	5	-6
COc1cc(C(=S)N2CCOCC2)cc(OC)c1OC(=O)c1ccc([N+](=O)[O-])cc1[N+](=O)[O-]	12	-6	1	-23	15	-9	11	0
COCCNC(=O)CN(C)S(=O)(=O)c1ccc2c(c1)OCCO2	19	19	0	0	5	0	17	1
COc1ccc(Cn2c(=O)[nH]c3cc(C(=O)Nc4ccccc4C)ccc32)cc1	13	-11	2	7	6	-9	11	2

SENP7 block: what is marked active above
SMILES | APOBEC3G inh | SENP6 inh | SENP7 block | UBC13 polyUb | SENP1 inh
O=C(Nc1cccc(Cl)c1)Nc1ccc2c(c1)OCO2 | -5 | 83* | 75* | 0 | 17

Screening data from PubChem.
